# STEP inh: STEP (human) phosphatase inhibition; hit rate 0.25% among 360,000; P54829; inhibition, % at 20 µM; recombinant STEP, OMFP fluorogenic substrate, fluorescence;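 active means inhibition at 20 µM, scaled per plate between control wells, above about 37%, limit read from the data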;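 further: 0% = DMSO with enzyme and substrate and 100% = substrate only without enzyme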
#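 Material: STEP (striatal-enriched tyrosine phosphatase) enzyme, cell-free | Medium: 50 mM Bis-Tris pH 6.0 with 2.5 mM DTT and 0.005% Tween 20 | Read-out: Percent inhibition scaled to no-enzyme and uninhibited-enzyme controls, plate-pattern corrected | Signal: Fluorescence read at 480 nm ex / 540 nm em | Times: 20 min reaction, room temperature, in the dark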
# Scp1 inh: inhibitors of human Scp-1 phosphatase. Q9GZU7. Recombinant Scp1, phosphopeptide, malachite green phosphate absorbance. inhibition, % at 20 µM. hit rate 0.88% among 340,000;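 active means inhibition above about 50% at 20 µM, limit read from the data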;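 further: plate controls were DMSO wells with enzyme for no effect and wells lacking enzyme for full effect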
#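 Incubation: 45 min enzyme reaction at room temperature / System: truncated SCP-1 phosphatase (76-261aa) / Reagent: Phospho 17-mer peptide substrate / Buffer or medium: Acidic Tris acetate buffer with magnesium and detergent / Signal: absorbance at 630 nm / Doses: one concentration, 20 µM, with 1.0% DMSO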
# CSN deneddyl inh: blocks human CSN-mediated cullin deneddylation; Q92905; Purified CSN, SCF-Nedd8-OG deneddylation, fluorescence polarization; inhibition, % at 12.5 µM; hit rate 0.38% among 360,000; AID 651999;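 active means pattern-corrected inhibition above about 35%, with an unprinted fluorescence ratio check between 0.5 and 1.5, limit read from the data, passing the limit was not always enough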;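 further: 0% = enzyme with substrate and 100% = substrate without enzyme; some results filed as inactive read as strong as hits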
# Target sequence (Q92905 whole entry, looked up, one chain of several): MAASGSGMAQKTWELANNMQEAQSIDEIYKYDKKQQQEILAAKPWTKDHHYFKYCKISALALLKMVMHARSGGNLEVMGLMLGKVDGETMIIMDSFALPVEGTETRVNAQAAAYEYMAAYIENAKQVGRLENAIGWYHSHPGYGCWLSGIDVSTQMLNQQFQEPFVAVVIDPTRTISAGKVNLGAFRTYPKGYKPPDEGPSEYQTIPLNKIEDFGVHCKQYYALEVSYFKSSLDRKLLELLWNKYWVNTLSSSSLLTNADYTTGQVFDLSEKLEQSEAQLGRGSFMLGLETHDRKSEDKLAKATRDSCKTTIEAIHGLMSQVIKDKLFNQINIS
#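 Test system: purified human Csn5 enzyme expressed in HEK293T cells. Amount: 0.24 nM enzyme. Reagent: SCFSkp2-Nedd8OG substrate at 10 nM final. Schedule: 90 min incubation of compound, enzyme and substrate at room temperature. Detection: fluorescence polarization. Read-out: % inhibition of substrate cleavage by Csn5.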
# Rpn11 inh: blocks the human proteasome subunit Rpn11 | human 26S proteasome, Ub4-pepOG fluorescence polarization; 20S core pre-blocked with epoxomicin | O00487 | hit rate 0.59% among 360,000 | calls only at 20 µM;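 active means inhibition at 20 µM, scaled to each plate's controls, above about 33%, limit read from the data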
# Target sequence (O00487 whole entry, looked up): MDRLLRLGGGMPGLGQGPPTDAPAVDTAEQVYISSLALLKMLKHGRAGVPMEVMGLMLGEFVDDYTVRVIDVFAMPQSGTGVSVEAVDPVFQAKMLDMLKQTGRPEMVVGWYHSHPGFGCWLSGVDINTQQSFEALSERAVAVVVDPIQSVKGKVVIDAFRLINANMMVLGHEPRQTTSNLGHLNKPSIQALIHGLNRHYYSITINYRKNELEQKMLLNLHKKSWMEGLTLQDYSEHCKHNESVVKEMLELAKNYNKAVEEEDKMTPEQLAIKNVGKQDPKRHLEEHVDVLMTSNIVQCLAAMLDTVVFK
# LMPTP inh: LMPTP (human) inhibition | hit rate 0.22% among 360,000 | recombinant LMPTP-A, OMFP fluorogenic substrate, fluorescence intensity | P24666 | inhibition, % at 20 µM;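 active means compounds that cut the enzyme signal by at least half of the control window in the single-dose screen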;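 further: plate controls were DMSO wells with enzyme plus substrate for no effect and substrate without enzyme for full effect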
# Target sequence (P24666 whole entry, looked up): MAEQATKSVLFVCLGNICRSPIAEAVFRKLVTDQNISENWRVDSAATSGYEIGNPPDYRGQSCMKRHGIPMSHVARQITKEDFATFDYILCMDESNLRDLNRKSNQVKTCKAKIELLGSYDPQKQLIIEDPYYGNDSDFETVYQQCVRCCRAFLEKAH
#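 Buffer or medium: Bis-Tris pH 6.0, DTT, detergent; Assay system: LMPTP-A enzyme; Quantity: 0.625 nM enzyme; Detection: endpoint fluorescence intensity; Times: 50 min dark incubation at room temperature; Controls: substrate-only low control, DMSO enzyme-plus-substrate high control; Doses: single 20 µM dose; Read-out: percent inhibition versus substrate-only and uninhibited controls; Reagent: 400 µM OMFP.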
# NadD block: inhibitors of Staphylococcus aureus NadD; hit rate 0.78% among 360,000; purified NadD enzyme, colorimetric absorbance read-out; inhibition, % at 20 µM; AID 602399; in the data active means inhibition above about 26%; further: some compounds past the cut are filed as inactive
# TbMetRS inhib: blocks T. brucei methionyl-tRNA synthetase activity. inhibition, % at 11.9 µM. hit rate 0.4% among 360,000. AID 624268. purified T. brucei MetRS, ATP depletion, Kinase-Glo luminescence;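 active means inhibition above a per-plate cutoff of the control wells' mean inhibition plus 3 SD, cut at about 5.5% in these data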;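 further: 0% = DMSO wells median and 100% = median of wells with control inhibitor compound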
#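 System: purified T. brucei MetRS enzyme / Detection: Kinase-Glo luciferase luminescence reporting remaining unconsumed ATP / Medium: HEPES buffer with MgCl2, KCl, DTT, spermine, BSA, pyrophosphatase / Replication: singlicate, one well per compound / Evaluation: percent inhibition relative to median high and low control wells / Schedule: 2 h aminoacylation at 25 °C after 15 min preincubation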
# MsrA inhibitor: inhibitors of bovine MsrA; purified bovine MsrA, absorbance read-out; hit rate 0.75% among 360,000; inhibition, % at 15.5 µM; in the data active means inhibition above about 4.5%;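 further: 0% = vehicle wells with enzyme and 100% = reference inhibitor wells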
# SUMO1 PPI mod: modulators of human SUMO1-mediated protein-protein interactions. P63165. SUMO1 binding to a labelled peptide, TR-FRET, 1 h. inhibition, % at 20 µM. hit rate 0.33% among 360,000. AID 602429; in the data active means inhibition above about 37%
# Target sequence (P63165 whole entry, looked up): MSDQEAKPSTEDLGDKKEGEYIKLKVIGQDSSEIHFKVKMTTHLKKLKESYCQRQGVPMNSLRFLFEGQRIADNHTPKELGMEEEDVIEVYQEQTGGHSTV
# DNMT1 block: DNMT1 (human) enzyme inhibition; P26358; DNMT1 molecular beacon, Hinp1I cleavage, fluorescence; inhibition (reported as % activation of signal), % at 10 µM; hit rate 0.83% among 360,000; AID 588458; in the data active means inhibition above about 50%
# Active calls of the source: *; i = inactive; . = no result given.
# Preview:
SMILES,STEP inh,Scp1 inh,CSN deneddyl inh,Rpn11 inh,LMPTP inh,NadD block,TbMetRS inhib,MsrA inhibitor,SUMO1 PPI mod,DNMT1 block
CC(=O)c1ccc(Nc2nc(-c3ccccc3)nc3ccccc23)cc1,-1,3,4,i,6.6,0,-0.2,-0.8,1,0
COCC1CCCCN1C(=O)c1ccc(OC2CCN(CCc3ccccc3)CC2)cc1 (centres undefined),-1,-3,3,i,-1.1,-6,-0.7,-1.3,0,0
CCc1[nH]nc2c1C(c1ccsc1)C(C#N)=C(N)O2 (centres undefined),-4,-5,-2,i,-0.8,-1,-0.6,0.3,-9,-8

# All compounds of this part, repeating the preview:
SMILES,STEP inh,Scp1 inh,CSN deneddyl inh,Rpn11 inh,LMPTP inh,NadD block,TbMetRS inhib,MsrA inhibitor,SUMO1 PPI mod,DNMT1 block
CC(=O)c1ccc(Nc2nc(-c3ccccc3)nc3ccccc23)cc1,-1,3,4,i,6.6,0,-0.2,-0.8,1,0
COCC1CCCCN1C(=O)c1ccc(OC2CCN(CCc3ccccc3)CC2)cc1 (centres undefined),-1,-3,3,i,-1.1,-6,-0.7,-1.3,0,0
CCc1[nH]nc2c1C(c1ccsc1)C(C#N)=C(N)O2 (centres undefined),-4,-5,-2,i,-0.8,-1,-0.6,0.3,-9,-8
CS(=O)(=O)c1ccccc1-c1nnc(NC(=O)Cc2ccccc2)o1,3,8,3,i,-1.9,-2,-0.7,0.5,-3,5
COc1ccc(NC(=O)CCNC(=O)c2ccccc2)cc1S(N)(=O)=O,-3,-5,0,i,0.0,-4,0.2,1.4,1,0
Cc1ccccc1N1CC(O)(c2ccccc2)[N+]2=C1SCC2 (centres undefined),0,-5,-4,i,-0.4,3,-0.4,2.0,-3,-1
CN(c1ccccc1)S(=O)(=O)c1cccc(NC(=O)Cn2cnc3ccccc3c2=O)c1,0,-5,2,i,1.1,11,-0.8,0.5,1,-4
O=C(COC(=O)c1ccccn1)NC1CCCCC1,-2,-2,-1,i,0.1,2,-0.2,0.7,0,0
CC1CN(C(=O)C(C)Sc2nnnn2C)CC(C)O1 (centres undefined),-2,-10,-5,i,-0.3,-1,-0.3,1.5,4,3
O=C(OCC(=O)N1CCN(C(=O)c2ccco2)CC1)c1cc(F)c(F)cc1Cl,0,-12,5,i,-1.4,-3,0.3,-0.5,-3,1
Cc1ccc(NC(=O)CN2CCN(C)CC2)cc1S(=O)(=O)N1CCOCC1,-4,-15,-2,i,-10,-4,-0.4,-0.4,-47,-3
O=C(c1ccccc1Nc1ccc(SC(F)F)cc1)N1CCCCC1,2,-12,6,i,0.2,0,-1.4,-0.1,-1,-7
COc1cccc(-n2nnc3c(=O)n(C/C=C/c4ccccc4)cnc32)c1,1,-19,4,i,3.0,1,0.3,0.6,-6,-3
O=C(CSc1nnc(COc2ccc(Cl)cc2)n1Cc1ccco1)c1ccccc1F,-5,0,7,i,2.2,2,0.2,-0.6,3,-6
CCCCSc1nc2c(c(=O)[nH]c(=O)n2C)n1CCc1ccccc1,-1,-14,1,i,-0.5,0,-1.0,-0.9,0,7
Cc1noc(C)c1C(=O)OCC(=O)Nc1c(F)cccc1F,-3,2,-4,i,-0.9,-6,-0.6,-0.4,1,0
C=C(C)Cn1c2ccc(NC(=O)NCc3ccccc3)cc2c(=O)n1C,0,.,1,i,-1.0,0,-0.1,3.3,10,-4
Cc1ccc2c(c1)[C@H]1[C@H](CO2)[C@H](c2ccccc2)[C@]2(C)C(=O)Nc3cc(F)ccc3C(=O)N12,1,-12,5,i,1.8,4,-0.2,1.2,1,-7
Cc1ccc(CC2C(=O)N(c3cc(C)ccc3C)C(=O)C2C)cc1 (centres undefined),1,-7,-2,i,-1.6,-9,0.0,0.7,-1,7
Cc1ccc(Cn2c(C(C)Nc3nc(-c4ccc(F)cc4)cs3)nc3cc(C(F)(F)F)ccc32)cc1 (centres undefined),-1,5,1,i,3.0,22,-0.3,0.5,4,-5
Cc1ccc(S(=O)(=O)n2nc(OC(=O)C3CCCCC3)cc2N)cc1,-4,0,-1,i,-1.3,-1,-1.0,2.1,0,25
CCO[C@@H]1OC(C(=O)N2CCCCCCC2)=C[C@H](C2CCCCC2)[C@H]1CCCO,-1,-1,-1,i,-1.4,-5,-0.1,2.4,3,5
CC(CN1CCOCC1)OC(=O)c1ccc(C(C)(C)C)cc1 (centres undefined),-2,-3,0,i,-1.9,-6,-0.1,-2.0,6,0
CCSc1nc(-c2ccccc2)c2cc(Cl)ccc2n1,4,-10,-8,i,2.8,2,0.6,0.9,3,0
O=C(NN=C1C2CC3CC(C2)CC1C3)c1cccc(S(=O)(=O)N2CCOCC2)c1,-2,-10,3,i,-1.4,7,-0.8,-0.5,-5,0
# (listing goes on)
SMILES,STEP inh,Scp1 inh,CSN deneddyl inh,Rpn11 inh,LMPTP inh,NadD block,TbMetRS inhib,MsrA inhibitor,SUMO1 PPI mod,DNMT1 block
CCN(CC)c1nc(-c2ccccn2)nc(-c2ccccc2)c1C#N,1,-1,-4,i,0.8,6,-0.1,1.8,-5,-3
CN(C)CCC1(C2=CCCC2)CC/C(=C/c2ccc(Cl)cc2)C1=O (centres undefined),5,-5,4,i,-0.8,-4,0.0,0.9,-53,8
COc1ccccc1N1CCN(C(=O)Cn2cnc3c2c(=O)n(C)c(=O)n3C)CC1,-2,-13,4,i,-1.3,-6,-0.6,0.4,4,1
CCCc1cc(C(=O)NC2CCCC2)no1,1,-9,1,i,-0.8,2,0.8,0.7,0,-1
COc1cccc(CNC(=O)C(=O)NCC2OCCCN2S(=O)(=O)c2cc(C)ccc2C)c1 (centres undefined),3,-10,6,i,0.1,-6,-0.2,-1.1,9,-1
COC(=O)c1cc(C)cc(=O)o1,1,1,1,i,0.3,-4,-0.6,0.1,-13,-1
CCOC(=O)CCc1c(C)nc2c(c(C)nn2C(C)(C)C)c1C,-2,-3,7,i,2.3,2,-0.6,-0.5,4,-1
COc1cccc(-c2cc(C(F)(F)F)nc(-n3cc(C)cn3)n2)c1,1,55*,2,i,0.8,-12,-0.8,0.2,2,-1
Cn1nnnc1Sc1ccc(C(=O)O)cc1[N+](=O)[O-],-1,-10,-3,i,-2.2,7,0.6,1.4,-31,1
COC(=O)CNC(=O)COC(=O)c1ccc(OC)c([N+](=O)[O-])c1,-2,-9,0,i,-1.5,-6,-0.6,0.7,-14,6
Cc1ccc2nc(NC(=O)C(NS(=O)(=O)c3cccc4nsnc34)C(C)C)sc2c1 (centres undefined),0,-15,2,i,0.1,-6,-0.7,0.1,-29,-2
COc1ccc(C(=O)Nc2nnc(S(=O)(=O)N(C)Cc3ccccc3)s2)cc1,-1,-9,-1,i,-0.7,10,-0.2,-0.3,-13,-3
O=C(OCn1nnc2ccccc2c1=O)c1cccnc1,-4,-6,0,i,-1.6,5,-0.3,0.0,-4,2
COc1cc2c(cc1OC)[C@H](Cc1ccc(O)cc1)NCC2,0,8,-10,i,-0.2,0,-0.1,1.2,2,-6
Cc1c(NC(=O)C2(C)CCCCC2)c(=O)n(-c2ccccc2)n1C,1,-1,0,i,-0.7,-2,-0.1,-2.1,0,-1
Nc1ccc(S(=O)(=O)N2CCCc3ccccc32)cc1,-2,-12,-4,i,-2.1,-1,-0.8,0.1,1,0
O=C(CC1C(=O)NCCN1Cc1ccc(Cl)c(F)c1)NCC1CCOCC1 (centres undefined),0,-3,0,i,-2.1,-1,-0.8,0.5,1,-8
CCn1c(SCC(=O)O)nc2sc3c(c2c1=O)CCC3,26,73*,20,i,9.6,-7,-0.2,2.4,11,71*
C[C@H](CO)N1C[C@H](C)[C@H](CN(C)C(=O)CC2CC2)Oc2cc(Br)ccc2S1(=O)=O,-2,.,-2,i,-2.2,-4,-0.5,-0.4,-1,7
Cc1cc(NC(=O)CCOc2ccc(F)cc2)no1,-1,-4,-3,i,-0.2,1,0.1,-1.5,0,-2
COc1ccccc1N1CCN(C(=O)NC23CC4CC(CC(C4)C2)C3)CC1,-3,-1,1,i,-0.4,-2,-0.5,1.7,0,-2
Fc1cccc(NC(=S)NCc2ccccn2)c1,-4,3,1,i,-1.2,0,-0.3,0.3,-4,1
O=C(NC(c1ccccc1)c1ccccc1)N1CCN(CCO)CC1,-1,-4,-7,i,-2.4,2,-0.8,0.6,-1,0
CS(=O)(=O)N(CC(=O)Nc1ccccc1C(=O)N1CCOCC1)c1cccc(F)c1,0,-7,-2,i,-0.4,-3,-0.1,-1.1,2,-1
Cc1c(N2C(=O)CS/C2=N\N=C\c2ccc(Cl)cc2)c(=O)n(-c2ccccc2)n1C,-2,3,-6,i,-1.0,-5,0.2,1.1,-3,1
Cc1nc(-c2nnc(SCC(=O)Nc3cc(C(F)(F)F)cc(C(F)(F)F)c3)n2C)cs1,-3,0,4,i,-1.5,2,0.1,-0.4,3,7
O=C(COc1ccc2c(C(F)(F)F)cc(=O)oc2c1)NCc1cccs1,1,-5,0,i,-0.6,0,-0.1,0.9,-12,1
Cc1ccc(N2CC(=O)Nc3c(sc4nc(C)cc(C)c34)C2=O)cc1,1,-15,103,i,-1.6,-7,-0.3,0.2,-24,5
O=C(Nc1ccc(F)c(F)c1)c1ccc(F)c(S(=O)(=O)N2CCC3(CC2)OCCO3)c1,-1,-8,0,i,-0.2,-13,-0.8,-0.2,-2,2

# 4 compounds from above, sorted by number of heavy atoms, high to low.
SMILES,STEP inh,Scp1 inh,CSN deneddyl inh,Rpn11 inh,LMPTP inh,NadD block,TbMetRS inhib,MsrA inhibitor,SUMO1 PPI mod,DNMT1 block
COC(=O)CNC(=O)COC(=O)c1ccc(OC)c([N+](=O)[O-])c1,-2,-9,0,i,-1.5,-6,-0.6,0.7,-14,6
COc1cc2c(cc1OC)[C@H](Cc1ccc(O)cc1)NCC2,0,8,-10,i,-0.2,0,-0.1,1.2,2,-6
Nc1ccc(S(=O)(=O)N2CCCc3ccccc32)cc1,-2,-12,-4,i,-2.1,-1,-0.8,0.1,1,0
Fc1cccc(NC(=S)NCc2ccccn2)c1,-4,3,1,i,-1.2,0,-0.3,0.3,-4,1
